# miR-122 sensor – inhibitors of miR-122 in Huh7 cells; Huh7 miR-122 Renilla luciferase sensor, 48 h; neutral wells = 0, positive control = 100; activation (reporter increase), % at 12.5 µM; AID 602342; hit rate 0.3% among 340,000;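 active = mean replicate activation score at least 90 and every replicate individually at or above 90; inconclusive = only one of the two criteria met; inactive = neither criterion met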;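 note: higher luciferase means less miR-122 activity so hits act as miR-122 inhibitors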
# F508del corr – CFTR F508del correction in bronchial cells; AID 720511; activity (quench increase), % at 7.58 µM; hit rate 0.36% among 350,000; CFBE cells, YFP halide quenching; stimulated with forskolin plus potentiator P3; % fluorescence drop versus neutral controls;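 active = mean added fluorescence quench of at least 8% versus neutral control, with both replicates also reaching 8%; inconclusive = only one of the mean or replicate conditions met; inactive = mean below 8% and not both replicates reaching 8%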;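 note: cells transiently co-express mutant CFTR-F508del with the halide-sensitive YFP; corrector assay measuring rescue of mutant channel to the surface after 24 h compound exposure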
# PglD inh – PglD (C. jejuni) enzyme inhibition; inhibition, % at 12.5 µM; purified PglD enzyme, DTNB colorimetric CoA detection; hit rate 0.098% among 360,000; in the data active = inhibition above about 16%, passing the limit was not always enough; inconclusive = no clear call, values can overlap the other calls; note: strong numbers were not always called active
# GSIS activator – GLuc luminescence reporter in INS-1E cells, primary screen for activators of glucose-dependent secretion of insulin | INS-1E GLuc reporter insulin secretion, 2-3 h | activation, % at 16.6 µM | hit rate 0.61% among 370,000 | AID 743287;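 active = lowest replicate activation of at least 40%, so every replicate reaches that level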;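 note: 0% = median of neutral control wells and 100% = median of IBMX positive control wells; some compounds called inactive have numbers as strong as hits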
# Cneo AK release – Cryptococcus neoformans lysis via adenylate kinase release; C. neoformans lysis, adenylate kinase release luminescence, 4 h; normalised: neutral wells 0, clomiphene wells 100; lysis activity, % at 15 µM; hit rate 0.2% among 360,000; AID 651654;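 active = mean lysis activity across replicates of at least 80%, whatever share of replicates individually reach that level; inactive = mean lysis activity below 80%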
#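 Material – Cryptococcus neoformans yeast cells · Quantity – 5 × 10^6 yeast cells/mL · Buffer or medium – YPD medium · Compound – single dose · Timing – 4 h static compound exposure, 37 °C, read 1 h post-reagent · Signal – adenylate kinase release luminescence · Read-out basis – lysis from increased AK signal · Benchmarks – Clomiphene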
# PGC1a acetyl inh – PGC1a acetylation modulation, inhibitor mode; U2OS PGC1a acetylation, AlphaScreen anti-acetyl-lysine; with virally co-expressed GCN5 acetyltransferase; hit rate 0.17% among 350,000; inhibition, % at 15.6 µM;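 active = every replicate shows inhibition of at least 40%; inconclusive = mean inhibition at least 40% but some replicate below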;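 note: 0% = neutral control wells and 100% = positive control wells; some results beyond the cut were filed as inactive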
# FN deposition inh – fibronectin deposition inhibition; AH1F fibroblasts, Alexa488-fibronectin deposition fluorescence, overnight; inhibition, % at 12.6 µM; hit rate 0.086% among 350,000;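 active = mean inhibition across replicates of 30% or more, regardless of how many single replicates reach that level; inconclusive = mean under 30% yet at least half of replicates reach 30%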;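 note: positive control wells lacked labelled fibronectin entirely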
#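 Schedule: 1 h cell adhesion before compound, then overnight fibronectin incubation; test system: AH1F fibroblast monolayer depositing Alexa488-labelled fibronectin into matrix; quantity: 10000 AH1F cells per well; probe or stimulus: fluorescent fibronectin at 24 nM final; signal: fluorescence, ex 485 nm, em 525 nm; evaluation: percent inhibition as loss of matrix-bound fibronectin fluorescence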
# Statin myotox sup – protects C2C12 myotubes from simvastatin toxicity. AID 602340. rescue of ATP level, % at 7.49 µM. hit rate 0.78% among 330,000. ATP luminescence, 48 h; scaled: DMSO 0, geranylgeraniol control 100;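 active = mean ATP rescue above about 67%, or every replicate alone reaching that limit, limit read from the data, passing the limit was not always enough; inconclusive = no clear call, values can overlap the other calls; inactive = mean under the limit and some replicate under it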;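 note: myotubes were challenged with 10 µM simvastatin during compound exposure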
# The depositor's hits bear a star; ? = inconclusive; . = no result given; & = joins results of further samples; [ ] = dose if it differs, or a comment.
molecule	GSIS activator	PglD inh	FN deposition inh	PGC1a acetyl inh	Cneo AK release	Statin myotox sup	F508del corr	miR-122 sensor
O=C(NCC1OCCCN1S(=O)(=O)c1cc(F)ccc1F)C(=O)NC1CCCC1 (stereo not drawn)	-9	0	.	2	-1	.	1.4	4
CCCCn1c(=O)[nH]c(=O)c2c1nc(-c1ccccc1F)n2Cc1ccccc1OC	.	.	-8	-9	.	.	-2.9	-2
Cc1cc(S(=O)(=O)Nc2ncnc3sccc23)ccc1F	19	3	-8	.	0	4	-0.2	13
CN1CCN(C(=O)c2ccc(CN3CCOCC3)cc2)CC1	.	2	-6	-1	0	0	.	0
O=C(C[C@H]1CC[C@@H](NC(=O)c2ccncc2)[C@H](CO)O1)NCC1CCCCC1	12	1	1	-4	0	12	-3.5	-1[16.7 µM]
O=S(=O)(c1ccc(Cl)cc1)c1ccccn1	.	-5	.	-24	1	-1	.	3
CCOC(=O)N1CCN(C(=O)c2ccccc2NC(=O)c2ccccc2Cl)CC1	9	0	12	-2	3	4	0.3	-2
O=C(Oc1ccc([N+](=O)[O-])cc1)C1CC(=O)N(c2ccc3c(c2)OCCO3)C1 (stereo not drawn)	.	-4	-1	-5	-1	-1	.	-9
Nc1cccc2c1C(=O)N(C(=O)c1ccc(S(=O)(=O)N3CCCCCC3)cc1)C2=O	.	7	-1	-2	-1	.	.	-2
CCN1CCCC1CNS(=O)(=O)c1ccc(F)c(Cl)c1 (stereo not drawn)	-4	0	-5	.	3	6	0.8	.
CC1=C(C(=O)Nc2cc(C(=O)NCc3ccccc3)ccc2C)SCCO1	.	-4	1	-8	-1	1	2.7	-2
COc1ccc(CCN2C(=O)c3[nH]nc(-c4ccccc4O)c3C2c2ccccc2)cc1OC (stereo not drawn)	.	-7	-15	-53	-2	27	.	2
CC12CCC(C(S(=O)(=O)Nc3ccccc3)C1=O)C2(C)C (stereo not drawn)	.	-3	4	5	1	1	-1.4	33
COc1ccc(-c2cc(C(F)(F)F)nc(S(=O)(=O)CCC(=O)N3CCOCC3)n2)cc1	.	0	.	-32	-1	?	.	6
CCC(=O)NC(NC(=O)CC)C(Cl)Cl	1	-1	-3	5	0	6	.	-5
CN(CC(=O)Nc1ccc(Cl)cc1)C1CCCCC1	-10	-1	0	15	1	2	2.0	-4
Cc1ccc(S(=O)(=O)N2CCC(C(=O)N[C@@H](C)C(=O)NC3CCCCC3)CC2)cc1	.	-4	-4	-4	-1	-8	.	-1
COc1ccc(N(C)S(=O)(=O)c2ccc3c(c2)NC(=O)CO3)c(OC)c1	13	10	0	-17	1	-3	1.4	-1
Cc1ccc(S(=O)(=O)NC(C)C(=O)NC2CC2)cc1 (stereo not drawn)	10	-1	9	.	6	6	2.9	-2
C[C@H](CO)N1C[C@H](C)[C@H](CN(C)CC2CCCCC2)Oc2ccc(NC(=O)C3CCCCC3)cc2CC1=O	1	-3	.	12	0	-30	-1.3	5[16.7 µM]
C[C@H](CO)N1C[C@H](C)[C@H](CN(C)C(=O)Nc2cccc3ccccc23)OCCCC[C@H](C)Oc2ccc(NC(=O)Cc3ccccc3)cc2C1=O	-8	-4	.	-1	2	-11	-3.8	-5[16.7 µM]
Cc1nn(CC(=O)NC2CCC(C)CC2)c(=O)c(C#N)c1C (stereo not drawn)	-12	-6	-6	-4	-1	19	-3.4	3
O=C(Nc1ccc(OCC(=O)N2CCN(S(=O)(=O)c3ccccc3)CC2)cc1)c1ccco1	.	1	4	0	-3	-2	.	-10
COc1ccc(CC(N)c2csc(NC(=O)Nc3ccccc3Oc3ccccc3)n2)cc1 (stereo not drawn)	11	2	-5	.	0	-3	0.2	-5
COCC(=O)Nc1ccc2c(c1)OC[C@@H](C)N(C(=O)c1ccccc1)C[C@H](C)[C@@H](OC)CN(C)C2=O	2	0	-20	3	0	-8	0.2	2[16.7 µM]

# 3 entries already listed, ordered by the value under F508del corr, descending.
Structure | GSIS activator | PglD inh | PGC1a acetyl inh | F508del corr | miR-122 sensor
COc1ccc(N(C)S(=O)(=O)c2ccc3c(c2)NC(=O)CO3)c(OC)c1 | 13 | 10 | -17 | 1.4 | -1
CCOC(=O)N1CCN(C(=O)c2ccccc2NC(=O)c2ccccc2Cl)CC1 | 9 | 0 | -2 | 0.3 | -2
CC12CCC(C(S(=O)(=O)Nc3ccccc3)C1=O)C2(C)C (stereo not drawn) | . | -3 | 5 | -1.4 | 33

# Following part:
molecule	GSIS activator	PglD inh	FN deposition inh	PGC1a acetyl inh	Cneo AK release	Statin myotox sup	F508del corr	miR-122 sensor
CC1CCc2nc(NC(=O)C3COc4ccccc4O3)sc2C1 (stereo not drawn)	.	1	-2	.	-27	-6	-6.7	.
Cc1cccc(N2CCN(Cc3cn(C)nc3-c3ccccc3F)CC2)n1	4	.	5	-1	.	.	9.1*	.
C[C@H]1CN([C@@H](C)CO)C(=O)c2cccc(NC(=O)c3ccncc3)c2O[C@@H]1CN(C)Cc1ccc(C(F)(F)F)cc1	-6	-2	9	1	49	28	-0.2	108*[16.7 µM]
O=C(COc1ccccc1Cl)NCc1nc(-c2ccccc2)no1	-1	-3	-20	.	0	.	0.6	.
CCNC(=O)Nc1ccc2c(c1)C(=O)N(C)[C@H]1CC[C@@H](CC(=O)NCc3cccc(F)c3)O[C@@H]1CO2	12	1	-16	-3	4	-2	2.1	12[16.7 µM]
C=CCOC(=O)C1=C(C)NC2(O)c3ccccc3C(=O)C12O (stereo not drawn)	.	4	.	19	1	1	.	-11
O[C@H]1c2ccccc2[C@H](Cc2cncs2)[C@@H]1Br	0	-3	-4	.	1	-5	0.5	.
CC(C)(C)Nc1nc(C(N)=O)nc(N2CCOCC2)n1	.	-1	.	.	-5	-3	.	-19
COc1ccc(S(=O)(=O)Nc2ccc3c(c2)C(=O)N([C@H](C)CO)C[C@H](C)[C@@H](CN(C)C(=O)Nc2ccc(C(F)(F)F)cc2)O3)cc1	-12&-11	-1&-6	-3&-28	9&-13	-1&-1	8	2.4&-2.5	-7[16.7 µM]
CN(CC(=O)Nc1ccccc1C(F)(F)F)C(=O)CSc1nnc(N)s1	20	3	.	5	0	3	-1.7	-8
C[C@@H]1CN([C@H](C)CO)C(=O)c2cc(NS(=O)(=O)c3cn(C)cn3)ccc2O[C@@H](C)CCCCO[C@@H]1CN(C)S(C)(=O)=O	14	-4	.	3	1	.	-2.7	-1[16.7 µM]
COc1cc(C(=O)N=c2sc3c(C)ccc(OC)c3n2C)cc(OC)c1OC	5	.	3	1	.	.	5.9	.
CS(=O)(=O)N(CCc1ccccc1)CC(=O)NCc1cccnc1	24	-1	.	-10	-1	.	.	-1
Cc1nn(S(=O)(=O)N2CCOCC2)c(C)c1Br	-8	.	1	5	.	3	-1.3	-1
Cc1ccc(S(=O)(=O)N(C)/N=C/c2ccc(C(=O)O)cc2)cc1	4	3	-3	.	0	1	-2.3	-1
CCCCCN(C(=O)CCC(=O)OCC(=O)N(C)Cc1ccc(C)cc1)c1c(N)n(CCCC)c(=O)[nH]c1=O	-25	-1	-12	-1	1	-16	-1.1	-13
CCN1CCN(CC(=O)NC2CCCC2)C(=O)C1=O	.	-3	1	8	0	.	-2.3	-8
COc1ccc(-n2nnnc2-c2ccccc2)cc1	.	5	16	6	-2	-195	.	58
COc1ccc(O)c(/C=C2/SC(=S)N(Cc3ccccc3)C2=O)c1	-8	-2	-1	.	0	20	3.1	.
Cc1cccn2c(=O)c(C=Nc3ccccc3)c(NCc3ccco3)nc12	.	-4	.	-2	-3	22	.	-4
CC(=O)Nc1ccc(S(=O)(=O)N2CCN(c3ccc([N+](=O)[O-])c(NCCN4CCOCC4)c3)CC2)cc1	-10	-2	3	-18	-2	3	.	-10
Nc1cccc(NC(=O)c2cccs2)c1	.	-4	4	1	0	.	.	-3
Cc1cc(NS(=O)(=O)c2ccc(NC(=O)Nc3ccccc3)cc2)no1	.	6	-1	5	1	2	.	-6
CCCNC(=O)N1[C@@H]2Cn3c(ccc(-c4cccc(OC)c4)c3=O)[C@H]1[C@@H](C(=O)NCC)[C@@H]2CO	8	-3	.	.	2	0	0.2	-5[16.7 µM]
CC(C)(C)C(O)(CC#CCN1CCCC1)c1ccccc1 (stereo not drawn)	10	0	-9	.	-2	7	-0.7	2

# Following part.
molecule	GSIS activator	PglD inh	FN deposition inh	PGC1a acetyl inh	Cneo AK release	Statin myotox sup	F508del corr	miR-122 sensor
O=C(CSc1nc(Nc2ccccc2)nc(N2CCOCC2)n1)NC1CCCCC1	-6	5	-10	4	1	.	-1.3	-2
COc1cccc(NC(=O)C(=O)N2CCOCC2)c1	.	-3	.	3	-25	-3	.	2
C/C(CS(=O)(=O)c1ccccc1)=N\O	1	.	0	-1	.	.	-0.1	.
CN(C)C(=O)C[C@@H]1CC[C@@H]2[C@H](COC[C@H](O)CN2Cc2nccs2)O1	13	-2	-8	9	2	2	-1.6	0[16.7 µM]
COC(=O)C1C(=O)NC(SC)=C(C#N)C1c1ccccc1 (stereo not drawn)	40*	-3	.	-10	1	.	.	-1
N#C[C@H]1[C@@H](c2ccc(C#CC3(O)CCCC3)cc2)[C@H](CO)N1C(=O)C1CCC1	14	7	-10	9	54	-21	-0.5	.
CCCCCCC[C@@H](C/C=C/CCC(=O)N(C)C/C(=C/Cl)C/C(=C\C(=O)N1CC(OC)=CC1=O)OC)OC	15	-1	0	33	0	-4	4.9	9
O=C(CCCCn1cnc2c(=S)nc[nH]c21)Nc1ccc(C(=O)O)c(O)c1	10	2	.	2	-1	2	0.4	-8
C[C@@H]1CN([C@H](C)CO)C(=O)c2cc(NS(=O)(=O)c3ccc(F)cc3)ccc2O[C@@H](C)CCCCO[C@H]1CN(C)C(=O)Nc1ccc2c(c1)OCO2	-12	0	-11	-11	-2	-26	0.0	-3[16.7 µM]
CCOC(=O)c1[nH]c(C)c(C(=O)OCC(=O)N2c3ccccc3CC2C)c1C (stereo not drawn)	-24	-2	.	5	-1	4	.	0
COc1nc(OCC#N)nc(N2CCCCC2)n1	-20	.	5	8	.	.	1.5	.
NC(=O)c1oc2ccccc2c1NC(=O)C1CC(=O)N(c2ccccc2)C1 (stereo not drawn)	.	-4	7	?	-1	15	-0.5	3
COC(=O)C1=CN(CC2CCCO2)C=C(C(=O)OC)C1c1ccsc1 (stereo not drawn)	.	3	4	4	-1	7	.	-4
OC(CNc1ccnc2cc(Cl)ccc12)CNC1CCCCC1 (stereo not drawn)	.	.	5	-15	.	-56	.	-15
CN(C)N1C(=O)c2c(Cl)c(Cl)c(Cl)c(Cl)c2C1=O	13	4	15	0	0	1	-1.3	.
COc1ccc(CCNC(=O)[C@H](C)NC(=O)[C@@H]2CSC3c4ccccc4C(=O)N32)cc1 (stereo partly drawn)	-15	0	-11	4	-1	-2	0.6	-12
CC(C)(C)C(=O)NC1CC2CCCC(C1)N2C(=O)Nc1ccccc1Cl (stereo not drawn)	15	-2	4	12	-1	3	-0.5	-1
COc1cccc(NC(=S)NN=C2CCC(C(C)(C)C)CC2)c1 (stereo not drawn)	4	-3	-4	.	0	2	1.1	2
CC(C)(C)CN1CCN(Cc2cccnc2)CC1CCO (stereo not drawn)	.	-4	-5	-5	11	-1	-2.0	-4
Clc1cccc(Cc2nn[nH]n2)c1	8	0	-2	4	0	-1	0.3	-5

# Screening results (PubChem BioAssay)
